T cell HTS: T cell immune modulators affecting CD8 T cell-vesicle binding; 2C CD8+ T cell-vesicle binding, flow cytometry; hits give low values; calls only at 7 µM; 330,000 compounds, 0.068% hits;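 active means response, share of CD8 T cells binding vesicles, and their 90th percentile fluorescence all below set limits, cut at about 80% in these data, passing the limit was not always enough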
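System: murine 2C transgenic CD8+ T lymphocytes; also added: QL9-loaded Drosophila micro-vesicles; times: binding 1.5 h at 37 °C; measured by: flow cytometry, PE anti-B7-1 (FL2) versus Alexa647 anti-CD8 (FL8), PFA-fixed; control set: Peptide-free naked vesicles (low) and QL9 vesicles with 0.7% DMSO vehicle (high)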
MT stabilize HCS: stabilizes microtubules in HeLa cells. HeLa tubulin immunostaining HCS, 24 h; share of cells brighter than vehicle mean+2SD. % tubulin-high responders, % at 10 µM. 200,000 compounds, 0.83% hits;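 active means plate Z-score above 3 for both tubulin-high and condensed-nucleus cell shares, with cell loss under 80%, at 10 µM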;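 further: anti alpha tubulin signal scored within the nucleus-defined area of each cell; some results filed as inactive read as strong as hits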
TNAP activators: stimulation of alkaline phosphatase TNAP activity – biochemical, luminescent, no phosphate acceptor, uHTS, primary screen (AID 1001) | purified TNAP, luminescent activation assay, no phosphate acceptor; higher activation fold means a stronger effect | one-dose activation fold at 20 µM; EC50 in µM for titrated hits | 200,000 compounds, 0.03% hits; in the data active means activation fold from about 3, or a potency from the dose series; inactive means the rest, 99 in 100 with activation fold below about 1.6; further: many of its hits are not listed in these tables
bCat nuc transl: alters nuclear translocation of beta-catenin in HeLa cells | immunofluorescence imaging | 190,000 compounds, 0.3% hits | nuclear translocation activity, % at 5 µM;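 active means nuclear translocation activity above 50% at 5 µM, with a well cell count of 50 or more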;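 further: per-cell ratio of nuclear to cytoplasmic median beta-catenin stain intensity; plate controls were DMSO negative control for no effect and GSK-3 inhibitor IX positive control for full effect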
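Technique: fluorescence imaging of beta-catenin antibody stain plus DAPI / Material: human HeLa cell line / Incubation: compound treatment 24 h, 37°C, 5% CO2 / Read-out basis: % activation of per-cell nuclear versus cytoplasmic median beta-catenin signal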
Myeloid diff 2: compounds promoting myeloid differentiation | 360,000 compounds, 1% hits | AID 624256 | calls only at 10 µM | ER-HoxA9 myeloid progenitors, lysozyme-GFP differentiation, flow cytometry;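 active means normalized GFP-positive differentiation at or above the plate's own cutoff, the solvent-only control mean plus 3 SD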;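 further: cells exposed to compound for four days before flow analysis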
Insulin prom up: MIN6 insulin promoter up-regulation | MIN6 insulin promoter-GFP reporter, high-content imaging; hits give high values | z-score at 5 µM | 190,000 compounds, 0.3% hits | AID 1625;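 active means z-score above 3 at 5 µM with at least 500 cells counted in the well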
Hep lipid drop: hepatic lipid droplet formation modulation. AML12 mouse hepatocytes, oleate lipid droplets, BODIPY imaging. inhibition, % at 6.5 µM. 240,000 compounds, 0.4% hits;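 active means lipid droplet intensity inhibited by at least 50%, with more than 500 cells counted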
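Material – AML12 mouse liver cells · Also added – oleate loading, 100 µM · Compound dosing – 6.5 µM single-point dosing · Times – overnight treatment with compound plus oleate · Measured by – fluorescence imaging, 20x objective, two fields per well · Read-out – percent inhibition of filter-corrected integrated lipid droplet intensity per well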
Dynein cargo inh: blocks dynein driven cargo transport along microtubules. z-score, hits read low. 3617.4 mouse cells, GR-EGFP nuclear translocation imaging; test concentration mostly 20 µM; stimulated with dexamethasone, 1 µM; hits give low values. 220,000 compounds, 0.47% hits;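 active means plate z-score of nuclear minus cytoplasmic receptor signal below a set negative limit, without overly bright fluorescence or cell loss, cut at about -3.5 in these data, passing the limit was not always enough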;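 further: z-score of nuclear minus cytoplasmic ring GR-EGFP intensity difference per well; some compounds called inactive have numbers as strong as hits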
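Buffer or medium: tet-free, stripped-serum medium; Also added: dexamethasone, 1.0 µM final; Technique: high-content fluorescence imaging after fixation; Times: 48 h induction, 1 h compound, 30 min dex at 37 °C; Read-out: per-cell GR-EGFP intensity, nucleus versus surrounding cytoplasmic ring, well-averaged.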
human PMI inhibition: MPI enzyme activity inhibition – biochemical, fluorescence intensity, coupled assay, primary screen (AID 1209) | one-dose inhibition, % at 20 µM; IC50 in µM for titrated hits | purified PMI enzyme, coupled fluorescence intensity; higher % means a stronger effect | 190,000 compounds, 0.42% hits; in the data active means inhibition above about 50%;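 further: plate controls were DMSO vehicle for no effect and wells lacking substrate for full effect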
Dynein cargo inh cytoplasmic EGFP: also measured in Dynein cargo inh; calls as there; z-score; measured here: cytoplasmic GR-EGFP intensity; hits give high values
Dynein cargo inh nuclear GR-EGFP: recorded beside Dynein cargo inh, whose call it bears; z-score; measured here: nuclear GR-EGFP intensity;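 lower value marks the stronger effect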
Dynein cargo inh cell count: second read-out of Dynein cargo inh, no call of its own (marks repeat the call); z-score; measured here: cell count per field
Insulin prom up cell count: also measured in Insulin prom up; calls as there; cell count; measured here: cytotoxicity, nuclei count;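 total cells summed across four imaged fields per well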
Hep lipid drop cells 6.5 µM: also measured in Hep lipid drop; calls as there; cell count; measured here: cell count, cytotoxicity flag;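 cells counted across two imaged fields per well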
bCat nuc transl cell count 5 µM: second read-out of bCat nuc transl, no call of its own (marks repeat the call); cell count; measured here: cell count, cytotoxicity flag
T cell HTS vesicle-bound %: further read-out of T cell HTS, marked with its call; double positive events, %; measured here: CD8+ vesicle-bound cell fraction;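 binding gate set so that unloaded-vesicle control wells show 10% double positive cells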
MT stabilize HCS Hoechst-high %: also measured in MT stabilize HCS; calls as there; % Hoechst-high responders; measured here: nuclear condensation Hoechst responders;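 share of cells brighter than vehicle mean plus two SD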
MT stabilize HCS cytotoxicity %: further read-out of MT stabilize HCS, marked with its call; toxicity, %; measured here: cytotoxicity by cell density;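 0% = mean cell density of plate MIN control wells and 100% = no cells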
Myeloid diff 2 GFP+ MAC1+ %: further read-out of Myeloid diff 2, marked with its call; GFP+ MAC1+ double positive, %; measured here: differentiation confirmed by MAC1 staining
Active calls of the source: *; i = inactive; . = not tested or not shown; + = active, no number. Compounds as they come; about 3% have a hit in one of these screens.

SMILES	Dynein cargo inh cell count	human PMI inhibition	Myeloid diff 2 GFP+ MAC1+ %	Dynein cargo inh nuclear GR-EGFP	MT stabilize HCS	Dynein cargo inh	Dynein cargo inh cytoplasmic EGFP	Hep lipid drop	bCat nuc transl cell count 5 µM	Insulin prom up cell count	Myeloid diff 2	Insulin prom up	bCat nuc transl	T cell HTS	TNAP activators	MT stabilize HCS Hoechst-high %	Hep lipid drop cells 6.5 µM	MT stabilize HCS cytotoxicity %	T cell HTS vesicle-bound %
CCOC(=O)C(Sc1ncc(C#N)c(N)n1)C(C)C (stereo not drawn)	0.579	-1.3%	1.5	0.28	2.0	-0.506	-0.208	-0.2	.	829	i	-0.39	.	i	1	1.4	760	3.5	39.1
c1coc(-c2ccnc3ncnn23)c1	-0.781	0.2%	0.1	-0.555	3.9	-1.01	-0.114	-4.4	1080	1115	i	1.78	-1.4	i	1	2.3	723	3.7	48.7
CC(=O)c1sc2nsc(SCCN3CCCC3)c2c1N	0.757	.	1.0	-0.00758	.	-0.605	0.722	-32.5	1247	1176	i	-0.06	-0.8	i	.	.	677	.	51.4
Cc1nn(-c2nnc(NCc3ccccc3)nn2)c(C)c1Br	0.897	13.8%	0.7	-0.645	6.1	-0.725	-0.264	-4.0	486	981	i	-0.09	4.5	i	1	2.1	707	8.2	19.6
O=C(NC1CCCC1)c1ccc(Br)o1	0.965	2.8%	0.8	-0.401	1.6	-0.655	-0.162	8.6	1031	.	i	.	4.2	i	1	2.1	773	6.3	24.8
Cc1cc(S(=O)(=O)Nc2c(C)nn(C)c2C)c(Cl)cc1Cl	0.605	.	0.7	-0.103	.	-0.251	-0.24	-7.4	1149	1362	i	-0.35	-3.5	i	.	.	655	.	34.4
COc1ccc(S(=O)(=O)n2nc(OC(C)=O)cc2N(C(C)=O)C(C)=O)cc1	0.399	2.7%	2.0	0.249	8.4	-0.199	-0.322	4.7	1178	1445	i	-0.52	-3.8	i	1.1	1.7	724	12.8	12.3
CC(Cc1ccccc1)NC(=O)C1CCCNC1=O (stereo not drawn)	-0.124	5.3%	4.0	0.276	1.6	0.235	-0.149	-1.7	1171	1012	i	0.82	-4.0	i	1.1	1.3	800	6.5	35.8
COC(=O)c1ccc(CN2C(=O)NC3(CCCc4ccccc43)C2=O)o1 (stereo not drawn)	0.412	3.4%	1.0	0.314	2.4	-0.231	-0.226	.	.	.	i	.	.	i	1.1	2.3	.	12.3	56.6
CCn1c(CNC(=O)c2ccco2)nnc1SCC(=O)Nc1cccc(F)c1	1.12	-2.1%	0.0	-0.543	4.6	-1.12	-0.301	2.4	1472	1380	i	0.04	-0.9	i	1	1.8	689	7.0	53.0
O=C(Nc1cc2c(cc1Br)OCCO2)c1cccs1	-1.65	13.6%	0.5	0.466	2.0	0.376	0.219	10.9	1227	924	i	-0.13	-2.8	i	1.1	1.4	751	8.5	57.7
N#CC1=C(N)OC2=C(C(=O)CCC2)C1C1CC=CCC1 (stereo not drawn)	0.535	16.2%	0.3	0.418	3.0	0.191	-0.159	3.9	1096	1008	i	1.68	1.2	.	1.1	1.6	790	9.1	.
Cc1c(NC(=O)C(C)OC(=O)CC2CC3CCC2C3)c(=O)n(-c2ccccc2)n1C (stereo not drawn)	-1.46	-8.1%	0.5	0.297	2.6	0.603	-0.332	1.4	.	.	i	.	.	i	1	1.6	681	5.2	11.6
O=C(O)COCC(=O)Nc1ccccc1-c1ccccc1	0.721	-10.2%	0.5	-0.43	4.2	-0.993	-0.269	3.2	1476	1413	i	0.52	0.5	i	1	1.6	775	5.0	29.7
CN1C(=S)N(c2ccccc2)C(=O)/C1=C/c1cccs1	0.917	-4.4%	0.6	0.0816	2.5	-0.47	0.577	2.1	1102	1475	i	0.39	-1.9	i	0.9	3.3	554	8.8	56.0
NC(=O)NCCN1CCN(c2ncc(C(F)(F)F)cc2Cl)CC1	-1.88	-8.7%	0.1	1.41	5.0	2.32	-0.252	-8.9	1181	1297	i	-0.16	-2.9	i	1.1	2.7	679	8.7	36.1
CC(c1cccs1)N(Cc1ccco1)C(=S)Nc1ccccc1Cl (stereo not drawn)	0.497	3.9%	0.1	-0.356	2.2	-0.757	0.0652	-32.6	1078	1230	i	-0.67	-0.4	i	1.1	1.0	741	5.6	9.6
O=C(Cn1cnc2c(nnn2-c2cccc(Cl)c2)c1=O)N1CCCC1	0.836	2.8%	1.0	-0.194	2.9	-0.881	-0.192	22.5	.	974	i	0.46	.	i	1.2	1.9	793	5.8	8.5
CC(=O)c1c(N2CCOCC2)nc(=S)n(-c2ccccc2)c1C	1.56	12.6%	0.9	-0.642	3.5	-0.866	-0.268	-5.7	.	.	i	.	.	i	1.1	3.2	774	6.4	19.8
Cc1cccc(N(CC(=O)Nc2ccccc2F)S(C)(=O)=O)c1	-0.673	0.3%	0.1	1.7	1.0	3.15	-0.000134	7.4	.	965	i	-1.24	.	i	1	1.5	789	9.2	28.3
CS(=O)(=O)N1CCN(c2ccccc2NC(=O)c2ccco2)CC1	-1.67	0.9%	5.8	-0.42	2.7	1.08	-0.181	.	1440	1317	i	1.42	-1.5	i	1	1.9	.	2.6	24.9
NC(=O)C1(N2CCCCC2)CCN(CC(=O)Nc2ccc(Oc3ccccc3)cc2)CC1	0.6	13.1%	5.6	-0.0498	6.0	0.249	-0.268	0.4	1237	1159	i	-0.54	-3.9	i	1.1	2.9	731	3.0	59.6
Cc1ncc(CO)c(/C=N/NC(=O)c2ccccc2Br)c1O	-0.303	-0.9%	0.2	0.0512	2.6	0.297	-0.139	-19.3	1097	1569	i	-0.69	-0.5	i	1.5	3.3	693	4.7	48.5
Cc1cccc2cc(C#N)c(SCC#N)nc12	0.0599	-12.4%	0.2	-0.335	1.5	-0.29	-0.344	3.9	809	1596	i	0.8	-3.1	i	1.1	0.7	690	10.5	58.6
COc1ccc(CCNC(=O)c2c(O)c3c([nH]c2=O)CCCC3)cc1OC	0.143	.	0.9	-0.373	2.5	-0.904	-0.39	.	.	.	i	.	.	i	.	0.9	.	0.6	52.7
COc1ccc(-n2c(SCC(=O)O)nc3sc4c(c3c2=O)CCC4)cc1	0.879	8.6%	0.6	-0.171	1.7	-0.59	-0.281	1.6	1463	1354	i	0.54	0.6	i	1	1.5	717	6.6	40.9
CCN(CC)C(C)C(=O)NCC1(c2ccccc2)CCOCC1 (stereo not drawn)	1.29	-0.1%	0.9	-0.473	2.2	-0.424	-0.272	-26.3	1140	.	i	.	0.8	i	1	1.8	697	1.2	40.7
CC(=O)NC1CC2CCCC(C1)N2S(=O)(=O)c1cccc(F)c1 (stereo not drawn)	0.43	-6.7%	2.7*	0.0459	5.1	-0.305	-0.18	.	1206	957	+	0.86	-0.5	i	1	3.1	.	7.2	17.8
Cc1cc(C)c2ccc(C(=O)O)nc2c1O	0.591	23.8%	0.9	-0.19	2.2	-0.924	0.048	.	.	993	i	-0.14	.	i	1	0.8	.	6.3	20.4
O=C(NNc1c(F)c(F)cc(F)c1F)c1cc2ccccc2oc1=O	-0.227	1.7%	0.3	0.791	3.0	0.949	-0.223	-10.3	1101	1269	i	0.06	-2.9	+	1.1	1.2	675	6.3	16.7*
COc1cccc(Nc2nc3ccc(C(=O)c4ccccc4)cc3n3cnnc23)c1	1.03	.	0.1	0.282	.	-0.164	-0.264	10.1	1306	1015	i	-0.21	0.1	i	.	.	641	.	43.9
CCN(c1ccccc1)S(=O)(=O)c1ccc(OC)c(NC(=O)CNCC(C)O)c1 (stereo not drawn)	0.241	7.9%	0.8	-0.629	5.7	-0.61	-0.326	-4.7	937	1207	i	0.81	0.9	i	1.1	2.7	435	4.7	28.0
O=C(CCN1C(=O)C2CC=C(Cl)CC2C1=O)Nc1ccccc1O (stereo not drawn)	-0.607	14.7%	1.1	0.0663	2.7	-0.514	-0.144	-1.4	1068	1256	i	0.02	9.7	i	1.1	2.9	713	4.7	43.1
O=c1[nH]n2c(=O)c3c([nH]c2c1N=Nc1cccc(Cl)c1)CCC3	-1.48	-15.5%	1.2	0.63	6.3	0.826	-0.171	-7.0	418	1147	i	-0.02	6.4	i	1	2.6	686	4.6	29.8
COc1ccc(N=C2NN=C(c3ccc4c(c3)OCCO4)CS2)cc1	-1.87	-11.9%	0.6	2.07	1.8	3.49	0.0273	24.7	.	997	i	0.07	.	i	0.8	1.1	811	5.5	28.6
